KCNK3 inh: human KCNK3 channel inhibition, primary screen; CHO-KCNK3 thallium flux, FluxOR fluorescence; stronger effect = lower value; O14649; B-score at 10 µM; actives 0.84% (n = 340,000);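 active means B-score under library mean minus 4 SD, starting fluorescence ratio at most library mean plus 5 SD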;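 further: more negative B-score means stronger inhibition of thallium flux through KCNK3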
ANO1 activ: activates or potentiates the mouse TMEM16A chloride channel | HEK293 TMEM16A/YFP-H148Q/I152L, iodide quench fluorescence; stronger effect = lower value | B-score at 10 µM | actives 0.3% (n = 340,000) | AID 623877;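 active means fluorescence-ratio B-score plate-corrected deviation score at least 3 library SD below zero, with starting fluorescence score within 5 deviations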;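 further: channel opened by trigger with iodide after compound preincubation; score built on the fluorescence ratio of max minus min over baseline; more negative score means more quench and so TMEM16A activation or potentiation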
Target sequence (Q8BHY3 whole entry, looked up): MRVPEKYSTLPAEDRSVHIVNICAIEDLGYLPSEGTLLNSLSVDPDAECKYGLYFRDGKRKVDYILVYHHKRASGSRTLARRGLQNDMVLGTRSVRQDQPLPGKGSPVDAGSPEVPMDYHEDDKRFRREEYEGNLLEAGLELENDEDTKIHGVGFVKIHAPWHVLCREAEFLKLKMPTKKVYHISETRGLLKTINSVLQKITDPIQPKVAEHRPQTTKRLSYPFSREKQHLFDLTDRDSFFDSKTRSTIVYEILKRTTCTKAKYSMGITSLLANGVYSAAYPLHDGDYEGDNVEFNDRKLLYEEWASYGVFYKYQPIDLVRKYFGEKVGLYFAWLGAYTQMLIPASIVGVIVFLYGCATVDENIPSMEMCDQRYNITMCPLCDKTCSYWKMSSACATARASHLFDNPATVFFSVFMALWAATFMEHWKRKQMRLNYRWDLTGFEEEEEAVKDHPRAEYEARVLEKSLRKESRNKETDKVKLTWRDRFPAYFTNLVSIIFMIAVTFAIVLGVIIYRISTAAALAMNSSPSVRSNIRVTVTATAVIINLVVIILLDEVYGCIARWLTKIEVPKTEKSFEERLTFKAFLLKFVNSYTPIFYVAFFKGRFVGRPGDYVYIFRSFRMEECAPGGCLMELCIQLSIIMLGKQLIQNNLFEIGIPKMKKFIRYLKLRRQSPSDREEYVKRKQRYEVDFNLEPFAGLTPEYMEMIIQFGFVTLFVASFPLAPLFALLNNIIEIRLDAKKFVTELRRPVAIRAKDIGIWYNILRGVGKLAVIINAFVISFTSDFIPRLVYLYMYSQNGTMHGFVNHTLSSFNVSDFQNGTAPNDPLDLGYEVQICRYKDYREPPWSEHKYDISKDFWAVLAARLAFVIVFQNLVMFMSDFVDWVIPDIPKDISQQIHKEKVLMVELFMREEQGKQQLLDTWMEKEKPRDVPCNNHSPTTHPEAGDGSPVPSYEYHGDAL
* marks the source's active call; other numbers are inactive results; i = inactive.

SMILES	KCNK3 inh	ANO1 activ
O=C(OCC#CCSc1nnc(-c2cccc3ccccc23)o1)c1ccc(Br)cc1	i	i
Cc1cccc(NC(=O)c2nc[nH]c2C(=O)N(C)Cc2ccccc2)c1	i	i
COc1cc(OC)c(OC)cc1CNC(=O)c1ccc(S(=O)(=O)N2CC(C)OC(C)C2)cc1 (configuration not stated)	i	i
Nn1c(SCC(=O)Nc2ccc(N3CCOCC3)cc2)nnc1C1CC1	i	i
CCc1cc(C(=O)NNC(=O)c2csc(N3CCOCC3)n2)sc1C	i	i
CC(C)C(NC(=O)c1ccc(F)cc1)C(=O)N1CCOCC1 (configuration not stated)	i	i
CC(=O)N(c1cc(C)ccc1C)c1ccccc1[N+](=O)[O-]	i	i
C=CCn1c(C)nnc1SCC(=O)Nc1ccc2c(c1)OCCO2	i	i
C#CCOCCOCCOCCNc1nc(N2CCN(C(=O)C([C@@H](C)O)n3cc([C@@H](N)CCCCN)nn3)CC2)nc(N2CCN(C(=O)[C@H](CCCN=C(N)N)n3cc(C(N)[C@@H](C)CC)nn3)CC2)n1 (some centres not stated)	i	i
CCOc1ccc(OCCSc2ccc(S(=O)(=O)N3CCN(C)CC3)cn2)cc1	i	i
NC(=O)C1CCN(C(=O)CCC(=O)c2cccs2)CC1	i	i
COc1ccc(-c2sc3ccccc3c2-c2ccc(OCCN(C)C)cc2)cc1	i	i
c1cnc2cc(-c3ccsc3)ncc2c1	i	i
COc1cccc(NC(=O)CN(C)CC(=O)NCc2ccco2)c1	i	i
O=c1oc(=O)c2ccccc2c2ccccc12	i	i

14 compounds already listed, sorted by molar mass, lowest first:
SMILES	KCNK3 inh	ANO1 activ
c1cnc2cc(-c3ccsc3)ncc2c1	i	i
O=c1oc(=O)c2ccccc2c2ccccc12	i	i
CC(=O)N(c1cc(C)ccc1C)c1ccccc1[N+](=O)[O-]	i	i
NC(=O)C1CCN(C(=O)CCC(=O)c2cccs2)CC1	i	i
CC(C)C(NC(=O)c1ccc(F)cc1)C(=O)N1CCOCC1 (configuration not stated)	i	i
COc1cccc(NC(=O)CN(C)CC(=O)NCc2ccco2)c1	i	i
C=CCn1c(C)nnc1SCC(=O)Nc1ccc2c(c1)OCCO2	i	i
Cc1cccc(NC(=O)c2nc[nH]c2C(=O)N(C)Cc2ccccc2)c1	i	i
Nn1c(SCC(=O)Nc2ccc(N3CCOCC3)cc2)nnc1C1CC1	i	i
CCc1cc(C(=O)NNC(=O)c2csc(N3CCOCC3)n2)sc1C	i	i
COc1ccc(-c2sc3ccccc3c2-c2ccc(OCCN(C)C)cc2)cc1	i	i
CCOc1ccc(OCCSc2ccc(S(=O)(=O)N3CCN(C)CC3)cn2)cc1	i	i
COc1cc(OC)c(OC)cc1CNC(=O)c1ccc(S(=O)(=O)N2CC(C)OC(C)C2)cc1 (configuration not stated)	i	i
C#CCOCCOCCOCCNc1nc(N2CCN(C(=O)C([C@@H](C)O)n3cc([C@@H](N)CCCCN)nn3)CC2)nc(N2CCN(C(=O)[C@H](CCCN=C(N)N)n3cc(C(N)[C@@H](C)CC)nn3)CC2)n1 (some centres not stated)	i	i

Other results:
SMILES	KCNK3 inh	ANO1 activ
O=C1C(Cc2ccccc2)Nc2ncnc(N3CCOCC3)c2N1Cc1ccccc1 (configuration not stated)	i	i
C=C1/C=C(\C)C(C)(O)CC(O)CC(=O)C(O)C(O)C(C)CC(C)OC(=O)/C(C)=C/CC/C=C/C(OC)C(O)CC(C)C1 (configuration not stated)	i	i
O=C(NCc1cccc(Cl)c1)C1=CC=CN2CCS(=O)(=O)N=C12	i	i
CCOc1ccccc1N1CC(C(=O)NCCC2=CCCCC2)CC1=O (configuration not stated)	i	i
O=C(CCC(=O)c1ccccc1)NCc1cccc(C(F)(F)F)c1	i	i
Cc1cc(C(=O)C(C(c2ccccc2)N2CCOCC2)N2CCOCC2)ccc1Cl (configuration not stated)	i	i
COc1ccc2[nH]c3c(c2c1)CCN1C(=O)C(CC(=O)NCc2cccc(C(F)(F)F)c2)C[C@H](C(=O)N(C(C)C)C(C)C)[C@@]31C (some centres not stated)	i	i
COc1ccc(OC)c(/C=C/C(=O)OCC(=O)NCc2cccs2)c1	i	i
CCOC(=O)c1oc2ccccc2c1COC(=O)C(C)NC(=O)c1ccco1 (configuration not stated)	i	i
CC(=O)Oc1ccc(C2=Cc3ccc(OC(C)=O)cc3OC2C)cc1 (configuration not stated)	i	i
CC(=O)OC(C)(C)/C=C/C(=O)[C@](C)(O)C1[C@H](O)C[C@@]2(C)C3CC=C4C(C=C(O[C@@H]5O[C@H](CO)[C@@H](O)[C@H](O)[C@H]5O)C(=O)C4(C)C)[C@]3(C)C(=O)C[C@]12C (some centres not stated)	i	i
Cc1ccc2c(Cl)c(Cc3ccccc3)c(=S)[nH]c2n1	i	i
CC1CC(C)CN(C(=O)COC(=O)c2cc3ccccc3oc2=O)C1 (configuration not stated)	i	i
CCCC1(CCC)NC(=O)N(CC(=O)Nc2ccc3c(c2)OCCO3)C1=O	i	i
COc1ccc(NC(=O)COC(=O)CCc2ccc(S(=O)(=O)N3CCOCC3)cc2)cc1Cl	i	i
S=c1sscc1-c1ccccc1	i	i
O=C(COC(=O)C12CC3CC(CC(O)(C3)C1)C2)Nc1ccc(Br)cc1F	i	i
O=C1c2ccccc2C(=O)N1N(c1ccccc1)c1ccccc1	i	i
CCC(CO)Oc1cc(NC(=O)c2cccc(OC)c2)c2ncn(C(C)C)c2c1 (configuration not stated)	i	i
CN(C1CCCCC1)S(=O)(=O)c1ccc(SCC(=O)C(C)(C)C)nc1	i	i
O=C1OCCN1C(=O)[C@H]1[C@H](c2ccc([N+](=O)[O-])cc2)C(c2ccc(F)cc2)=NN1c1ccccc1	i	i
N#CC(c1ccc([N+](=O)[O-])cc1)C(CC(=O)c1ccccc1)c1ccccc1 (configuration not stated)	i	i
Cc1cc(C(=O)OCC(=O)NCc2cccs2)ccc1[N+](=O)[O-]	i	i
CS(=O)(=O)c1ccc(Cl)c(NC(=O)CCN2C(=O)NC3(CCCC3)C2=O)c1	i	i
N#Cc1ccccc1OCC(=O)OCC(=O)c1ccc[nH]1	i	i
CC(OC(=O)c1cccc(S(=O)(=O)N2CCOCC2)c1)C(=O)NC1CCCCC1C (configuration not stated)	i	i
CN(C(=O)C=Cc1ccco1)c1ccccc1	i	i
Clc1ccccc1N=Nc1ccccn1	i	i
COc1ccc(CCC(=O)Nc2ccc(N3CCOCC3)c(S(=O)(=O)Nc3ccc(OC)cc3)c2)cc1	i	i
Cc1ccc(C(CC(=O)O)NC(=O)CCNC(=O)c2ccco2)cc1 (configuration not stated)	i	i
O=C(OCc1nnc(-c2ccc([N+](=O)[O-])cc2)o1)c1ccc(F)c(S(=O)(=O)N2CCOCC2)c1	i	i
COc1ccc(C2=CC(=O)C[C@H](c3ccc(F)cc3)C2)cc1F	i	-6.6*
COc1cc(/C=C/C(=O)OCC(=O)N2CCC(C)CC2)ccc1OCC#N	i	i
COc1ccc(S(=O)(=O)Nc2cccc3c2O[C@H](CN(C)C)[C@@H](C)CN([C@H](C)CO)C3=O)cc1	i	i
Cc1cccc(NC(=O)CN2CCN(C(=O)C(C)Oc3ccc(C#N)cc3)CC2)c1C (configuration not stated)	i	i
CCCn1c(C)cc(/C=C(\C#N)C(=O)OCC(=O)N(CC)c2c(N)n(Cc3ccccc3)c(=O)[nH]c2=O)c1C	i	i
NC(=O)C1CCN(c2nc(-c3cccc(N)c3)cs2)CC1	i	i
COc1cc(C)c(NC(=O)COc2cccc3c2OC(C)(C)C3)cc1OC	i	i
CCN(CC)C(=O)[C@H]1C[C@H](CC(=O)NCc2cccc(C(F)(F)F)c2)C(=O)N2CCc3c([nH]c4ccc(Cl)cc34)[C@]12C	i	i
COc1ccc(C(=O)NCc2ccco2)cc1S(=O)(=O)NC1CC1	i	i
O=C(Nc1ccc([N+](=O)[O-])cc1NC(=O)c1ccccc1)c1ccccc1	i	i
COCCCN(C(=O)C1CCC1)c1c(N)n(Cc2ccccc2)c(=O)[nH]c1=O	i	i
O=C(CCC(=O)N1CCN(c2ccccn2)CC1)c1cccs1	i	i
O=C(CN1CCN(c2ccccc2O)CC1)Nc1ccccc1C(=O)NCCc1ccccc1	i	i
O=c1c2ccccc2oc2cc(-c3ccc4cc[nH]c4c3)ccc12	i	i
O=C(Nc1ccccc1Cl)NN1CCCCCC1	i	i
Cc1cc(Cl)ccc1OC(C)C(=O)OCC(=O)c1ccc[nH]1 (configuration not stated)	i	i
CC(C)COC(=O)N1CCN(S(=O)(=O)c2ccc3c(c2)CCC3)CC1	i	i
CN(C)S(=O)(=O)c1ccc2c(c1)C(=O)c1cc(S(=O)(=O)N(C)C)ccc1CC2	i	i
Cc1ccccc1-n1nnnc1SCC(=O)NC1CC1	i	i
C=CC[C@@H](CC(=O)OC(C)(C)C)C(=O)OC[C@@H]1CCCN1C(=O)[C@@H](CC=C)CC(=O)N[C@H](CO)Cc1ccccc1	i	i
O=S(=O)(NCc1ccccc1)c1ccccc1NCc1ccc(Cl)cc1	i	i
Cc1cc(C)n2nc(SCC(=O)N3CCC(C)CC3)nc2n1	i	i
C=CC[C@H](CC(=O)N(CCO)Cc1ccccc1)C(=O)NC[C@H](OC(=O)[C@@H](CC=C)Cc1ccc(F)cc1)c1ccccc1	i	i
CCOc1ccc(NC(=O)COC(=O)CCN2C(=O)C3CC=CCC3C2=O)cc1OCC (configuration not stated)	i	i
Cc1c(NS(=O)(=O)c2ccc(C(=O)NCc3ccc(F)cc3)cc2)c(=O)n(-c2ccccc2)n1C	i	i
Nc1ccccc1C(=O)NC(=O)Nc1ccc(Oc2ncc(Br)cn2)c(Cl)c1	i	i
O=C(COC(=O)/C=C/c1ccc(F)cc1)NC1CCCC1	i	i
O=C(CSc1nnc(NC2CCCCC2)s1)N1CCOCC1	i	i
CC(NC(=O)c1ccccc1)C(=O)NC1CCCc2ccccc21 (configuration not stated)	i	i
Continuation:
SMILES	KCNK3 inh	ANO1 activ
Cc1ccc(S(=O)(=O)N2CCN(CC(=O)Nc3ccccc3C(=O)NC3CC3)CC2)cc1	i	i
COc1ccc(N)c(C)c1	i	i
O=C(COC(=O)c1c[nH]c2ccccc12)NC1CCCC1	i	i
CCCn1c(N)c(C(=O)CSc2nnc(C3CC3)n2-c2ccccc2)c(=O)[nH]c1=O	i	i
COc1ccc([C@H]2CC(=O)C=C(/C=C/c3ccc(C(F)(F)F)cc3)C2)cc1	i	i
Cc1ccccc1NC(=O)CN1C(=O)NC2(CCCCCCC2)C1=O	i	i
C[C@]12c3[nH]c4cc(-c5ccco5)ccc4c3CCN1C(=O)[C@@H](CC(=O)NCCC1=CCCCC1)C[C@@H]2C(=O)N1CCOCC1	i	i
CCOc1ccc(S(=O)(=O)NCCC(=O)OCC(=O)NC(=O)c2cccn2C)cc1	i	i
Cc1cccc(N2O[C@H]3C=CC2CCCC3)n1	i	i
CCc1ccc(Nc2nnc(SCC(=O)c3c(N)n(C4CC4)c(=O)[nH]c3=O)s2)cc1	i	i
COc1ccc(-c2cc3ncccc3cn2)cc1	i	i
Nc1c(N(CCCO)C(=O)CCCN2C(=O)c3cccc4cccc(c34)C2=O)c(=O)[nH]c(=O)n1Cc1ccccc1	i	i
CCOc1ccccc1OCC(=O)OC(C)C(=O)Nc1ncc(Cl)cc1Cl (configuration not stated)	i	i
O=C(COC(=O)COc1ccccc1[N+](=O)[O-])NCc1ccc2c(c1)OCO2	i	i
CN(CC(=O)Nc1ccc(F)c(F)c1F)C(=O)c1ccc(-n2cncn2)cc1	i	i
COc1cc2c(cc1OC)C(Cc1ccccc1[N+](=O)[O-])=NCC2	i	i
Cc1cccc(N2CCN(C(=S)c3ccc4c(c3)OCO4)CC2)c1	i	i
Cc1ccsc1C(=O)OCC(=O)N1CCN(c2ccccc2)CC1	i	i
CC1CCC(NC(=O)c2cc3ccccc3cc2O)CC1 (configuration not stated)	-11*	i
CN(C)C(CNC(=O)CN1C(=O)NC2(CCCC2)C1=O)c1ccccc1 (configuration not stated)	i	i
NC(=S)NN=C1CCCC(C(F)(F)F)C1 (configuration not stated)	i	i
C[C@H](NC(=O)c1ccco1)C(=O)NNC(=O)COc1cccc(C(F)(F)F)c1	i	i
O=c1cc(-c2ccccc2)[nH]n1-c1ccccc1	i	i
O=C(COC(=O)c1ccc(S(=O)(=O)N2CCCCCC2)cc1)NCc1ccc(F)cc1	i	i
COc1ccc2oc(C(=O)Nc3nnc(C)s3)c(C)c2c1	i	i
COc1ccc2nc3ccccc3[n+]([O-])c2c1	i	-10*
C[C@H](CO)N1C[C@H](C)[C@H](CN(C)CC2CC2)Oc2ccc(NC(=O)CCN3CCOCC3)cc2C1=O	i	i
CCOc1ccccc1NC(C)C(=O)NC(=O)NC1CCCCC1 (configuration not stated)	i	i
COc1ccc(Nc2nnc(SCC(=O)Nc3cc(C)on3)s2)cc1	i	i
CCc1nc(SCC(=O)Nc2nnc(C(C)C)s2)n[nH]1	i	i
CC(C)CN(C(=O)CN(C)CC(=O)Nc1ccc(Cl)c(C(F)(F)F)c1)c1c(N)n(CC(C)C)c(=O)[nH]c1=O	i	i
O=C(CSc1nnc(-c2cccc(Br)c2)o1)N1CCNC1=O	i	i
O=C(CCOc1cccc(Br)c1)Nc1ccc(F)c(S(=O)(=O)N2CCOCC2)c1	-12*	i
OC(COc1cccc2ccccc12)CN1CCOCC1 (configuration not stated)	i	i
CC(C)(C)OC(=O)N1CCN(C(=O)c2nc[nH]c2C(=O)N2CCN(C(=O)OC(C)(C)C)CC2)CC1	i	i
Cc1ccc(NC(=O)c2ccc(=O)[nH]n2)cc1S(=O)(=O)Nc1ccc(SC(F)F)cc1	i	i
O=C1NCCOC(=O)[C@H](Cc2ccc(F)cc2)C/C=C\C[C@@H]1CC(=O)N(CCO)Cc1ccccc1	i	i
CCN(CC(=O)Nc1ccc(NC(C)=O)cc1)C(=O)c1ccc(COc2ccccc2)o1	i	i

Compound activity from PubChem BioAssay.

Only part of the results is shown, so the mix of outcomes need not match the whole.
